RXFP1 ag – activates the human relaxin receptor RXFP1; 0.3% of 370,000 active; HEK293T-RXFP1 cAMP TR-FRET, 30 min; response scale: percent of porcine relaxin response, buffer zero; Potency, µM (doses to about 57.5 µM), inactives show top-dose activation, most hits filed as activators; AID 2676; also: % is scaled to controls: 0 for no effect and ±100 for the full control effect; nearly all actives have a fitted effect of over 60% in size; many of its hits are not listed in these tables
Target sequence (Q9HBX9 whole entry, looked up): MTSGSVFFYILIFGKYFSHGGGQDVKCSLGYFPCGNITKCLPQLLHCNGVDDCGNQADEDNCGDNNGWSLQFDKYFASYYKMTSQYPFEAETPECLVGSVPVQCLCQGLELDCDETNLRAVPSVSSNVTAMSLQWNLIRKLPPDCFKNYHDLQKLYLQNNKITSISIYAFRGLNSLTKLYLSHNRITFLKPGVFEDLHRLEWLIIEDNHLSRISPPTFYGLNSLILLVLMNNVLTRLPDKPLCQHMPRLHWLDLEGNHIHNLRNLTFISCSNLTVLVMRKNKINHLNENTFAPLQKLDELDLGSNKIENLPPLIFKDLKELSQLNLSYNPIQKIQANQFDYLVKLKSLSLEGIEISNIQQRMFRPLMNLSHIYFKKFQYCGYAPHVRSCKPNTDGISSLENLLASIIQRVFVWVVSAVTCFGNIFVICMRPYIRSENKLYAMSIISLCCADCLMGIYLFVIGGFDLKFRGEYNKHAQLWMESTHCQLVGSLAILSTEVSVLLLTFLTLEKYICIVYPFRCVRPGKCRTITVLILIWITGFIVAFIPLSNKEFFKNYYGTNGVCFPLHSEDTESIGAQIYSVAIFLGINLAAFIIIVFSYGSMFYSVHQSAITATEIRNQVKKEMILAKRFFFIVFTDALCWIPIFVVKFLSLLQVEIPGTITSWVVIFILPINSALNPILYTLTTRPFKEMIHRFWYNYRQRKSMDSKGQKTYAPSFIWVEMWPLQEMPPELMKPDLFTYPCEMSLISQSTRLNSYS
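cAMP rise read by TR-FRET after 30 min, 37C compound exposure (up to 58 uM) in RXFP1-transfected HEK293 cells with Ro 20174 present. EC50 from Hill-equation fits, with 29 nM porcine relaxin as 100% and buffer as basal.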
Glioma ERSR ind – induces the endoplasmic reticulum stress response in human glioma cells; U87-MG GRP78 promoter luciferase reporter, 16 h; Potency, µM, for inactives: at the highest dose activation, hits mostly activators; 0.02% of 420,000 active; AID 602332; also: series mostly up to about 76 µM; % of control where 0% means no effect; nearly all actives have a fitted effect of over 35% in size
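Stably transfected U87-MG human glioma cells carrying a GRP78-based luminescent sensor were seeded at 1000 cells/well, pin-dosed with compounds and incubated 16 h. Luciferase reagent was then added, and end-point luminescence was read after 10 min at room temperature.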
Starred values were filed as active, the others as inactive; ? = inconclusive; . = no result given; & = joins results of further samples; [ ] = remark or other dose. Calls follow the shape of the dose curve; as a rule, active = well fitted curve in the direction sought with a large enough effect; inconclusive = small, poorly fitted or top-dose-only effect, or another doubt; inactive = no such curve, though single readings can be large; an effect the other way counts as inactive or inconclusive. Potency is read from the fitted curve at half-maximal effect. A portion of the library; count on the stated rates, not on these rows.

Under each structure: RXFP1 ag | Glioma ERSR ind
C/C(=C\c1ccccc1)CN(C)CCN(C)C
    -0.8% | .
CCOc1ccccc1NC(=O)CC1SC(=N)N(c2ccccc2)C1=O (configuration not stated)
    -1.8% | .
CCc1nc(SCC(=O)N2CCC(Cc3ccccc3)CC2)c2c(=O)n(C)c(=O)n(C)c2n1
    12% | .
CN1CCN(CC(=O)N/N=C\c2c[nH]c3ccccc23)CC1
    2.1% | .
c1cncc(CNc2ncnc3ccc(-c4ccco4)cc23)c1
    3.0% | .
O=C(NCCN1CCOCC1)c1cc(Sc2ccccc2Cl)nc2ccccc12
    2.5% | .
CSc1ccc(C2c3[nH]c4ccccc4c3CCN2C(=O)c2cc(C)n(C)n2)cc1 (configuration not stated)
    -0.5% | .
Cn1c2ccccc2c2nnc(SCc3nnc(-c4ccccc4)o3)nc21
    21% | .
CN(C)c1ccc(-c2ccncc2)cc1
    0.1% | .
COc1ccc(C)cc1NC(=S)NC12CN3CN(CN(C3)C1)C2
    -5.1% | .
Cc1nc2nc(-c3ccc(Cl)cc3)nn2c(C)c1Cl
    0.6% | .
O=C1CCCC2=C1C1O[C@](c3ccsc3)(Cc3c1ccc1ccccc31)O2
    10%[11.5 µM] | .
COCC(=O)Nc1cc(C(=O)Nc2ccccc2)ccc1Cl
    -0.5% | .
Cc1ccnc(NC(=O)c2ccc(Cl)cc2Cl)n1
    0.7% | .
Cc1nc2c(C(=O)NCc3cccs3)cnn2c(C)c1Cc1ccc(F)cc1
    2.1% | .
O=C(c1ccc2c(c1)OCO2)n1nnc2ccccc21
    2.1% | .
COc1ccc(C2=CC(=O)C=CC2=O)cc1
    1.8% | .
Cc1nn(S(=O)(=O)c2cccs2)c(C)c1Sc1ccccc1
    3.0% | .
CC1CCCN(c2nc3ccccc3nc2C(C#N)C(=O)OC2CCCCC2)C1 (configuration not stated)
    1.6% | .
CCCc1nnc2n1N=C(c1ccc(-c3cc(Cl)ccc3Cl)o1)CS2
    1.2% | .
c1ccc2c(c1)-c1cccc3c1c-2cc1ccccc13
    6.1% | .
CCOc1cc(/C=C2\SC(=Nc3ccc(F)cc3)N(c3ccc(F)cc3)C2=O)ccc1OCC(=O)O
    0.5% | .
CCCn1c(=O)c(C(=O)Nc2nnc(CC)s2)c(O)c2ccccc21
    4.5% | .
CC(=O)Nc1ccc(NC(=O)c2ccc(COc3ccc4c(C)cc(=O)oc4c3)cc2)cc1
    -2.0% | .
COc1cc2[nH]c3c(N4CCC(C(N)=O)CC4)ncnc3c2cc1OC
    17% | .
CC1=NOC(=O)/C1=C/c1ccc(-c2ccc(Cl)cc2)o1
    -3.2% | .
Cc1cccc(NC(=O)NCc2ccc3c(c2)OCO3)c1
    0.5% | .
CCOc1ccc(C(=O)N/N=C/c2c(C)[nH]c(=O)[nH]c2=O)cc1
    2.1% | .
N#C/C(=C\c1ccc(-c2cccc([N+](=O)[O-])c2)o1)c1nnc(N2CCOCC2)n1-c1ccccc1
    1.0% | .
COCCn1c(-c2ccccc2)nc2c(c(=O)c3ccccc3n2C)c1=O
    ? | .

(more compounds)
Under each structure: RXFP1 ag | Glioma ERSR ind
Cc1ccc2c(Cl)cc(Cl)c(OCC(=O)Nc3cc(C)on3)c2n1
    1.3% | .
Oc1ccc(CNCc2ccc3c(c2)OCO3)c2cccnc12
    -1.8% | .
O=C(N/C(=C\c1cn(-c2ccccc2)nc1-c1ccc(Cl)cc1)C(=O)N1CCOCC1)c1ccccc1
    1.4% | .
CC1CCC(NC(=O)C2CCN(C(=O)NC3CCCCC3)CC2)CC1 (configuration not stated)
    0.2% | .
COc1cc(-c2nc(-c3ccc(C)nc3OC)no2)cc(OC)c1OC
    -1.2% | .
COc1cc(NS(=O)(=O)c2ccc(NC(=O)c3ccc(S(=O)(=O)N4CCCC4)cc3)cc2)ncn1
    9.0% | .
N#C/C(=C/c1ccc(-c2cc(C(=O)O)cc(C(=O)O)c2)o1)c1nc2ccccc2s1
    -2.7% | .
CCN(C(=O)CN1CCCc2ccccc21)c1c(N)n(Cc2ccccc2)c(=O)[nH]c1=O
    2.2% | .
Cc1nc(N2CCN(c3ccccc3)CC2)c2c3c(sc2n1)CCC3
    1.3% | .
Cc1ccc2nc3c(cc(C(=O)NCC4CCCO4)n3C)c(=O)n2c1 (configuration not stated)
    6.2% | .
Cn1cc([N+](=O)[O-])c(C(=O)NC2CCCCCCC2)n1
    3.4% | .
Cc1ccc(-n2nc(C)c(C3C(C#N)=C(N)OC4=C3C(=O)CCC4)c2Cl)cc1 (configuration not stated)
    0.6% | .
CCCN1C=CC(=C/C=C(\C#N)C(=O)OCC)C=C1
    -0.8% | .
CCOC(=O)C1(Cc2cccc(Cl)c2)CCCN(C(=O)CCN2CCCC2=O)C1 (configuration not stated)
    1.9% | .
CC(=O)N=C1SC2CS(=O)(=O)CC2N1c1ccc(-c2nc3ccc(C)cc3s2)cc1 (configuration not stated)
    3.3% | .
CCOc1ccc(NC(=O)c2c(NC(=O)CN3CCN(C)CC3)sc3c2CCC3)cc1
    -3.3% | .
Oc1ccc(-c2nnc(-c3ccccc3)c(-c3ccccc3)n2)cc1
    0.4% | .
CCN(CC)S(=O)(=O)c1ccc(C(=O)N2CCN(CCN3C(=O)c4cccc5cccc(c45)C3=O)CC2)cc1
    0.8% | .
COc1ccccc1Nc1cc(C(=O)N2CCc3ccccc3C2)c2ccccc2n1
    0.3% | .
Cc1ccc(-c2nn3c(-c4cccc(Cl)c4)nnc3s2)cc1
    2.6% | .
O=C(NCc1ccccc1Cl)C1CCCN(c2nc3ccsc3c(=O)s2)C1 (configuration not stated)
    29% | .
CN1/C(=C/C(=O)c2cccs2)Sc2ccccc21
    0.8% | .
CC(=O)Nc1ccc(Cc2ccc3[nH]c(=O)cc(C)c3c2)cc1
    0.2% | .
CCCCN(CC)S(=O)(=O)c1ccc(C(=O)Nc2nnc(-c3ccccc3Cl)o2)cc1
    1.0% | .
O=C1COc2ccc(N3C(=O)c4ccccc4C3=O)cc2N1
    0.7% | .
CNC(=O)/C(=N\O)c1ccccc1
    3.0% | .
Cn1cc(C[C@H](C(=O)O)N2C(=O)c3ccc(C(=O)O)cc3C2=O)c2ccccc21
    0.5% | .
Cc1ccc(Cl)cc1NC(=O)COC(=O)c1ccc(COc2ccc3c(C)cc(=O)oc3c2)cc1
    -0.2% | .
CN(C)S(=O)(=O)c1cccc(NC(=O)c2ccc3c(c2)S(=O)(=O)N=C2CCCCCN23)c1
    -0.5% | .
CN(C)CCNC(=O)c1cc(Sc2ccc(F)cc2)nc2ccccc12
    1.4% | .

Profiles from above. Values in the order: RXFP1 ag, Glioma ERSR ind
Record of CCOC(=O)C1(Cc2cccc(Cl)c2)CCCN(C(=O)CCN2CCCC2=O)C1 (configuration not stated) : 1.9%, .
Record of CSc1ccc(C2c3[nH]c4ccccc4c3CCN2C(=O)c2cc(C)n(C)n2)cc1 (configuration not stated) : -0.5%, .

Going on with the list:
Under each structure: RXFP1 ag | Glioma ERSR ind
Cc1c(C(=O)N2CCN(c3ccccc3)CC2)sc2ncnc(N3CCC(C)CC3)c12
    7.8% | .
COc1ccc(/C=C/C(=O)OCC(=O)Nc2cc3oc4ccccc4c3cc2OC)cc1
    11% | .
C=CCC(=O)OCC(=O)Nc1ccc(Oc2ccccc2)cc1
    -0.5% | .
Cc1cccc(NC(=O)Cn2c([N+](=O)[O-])cnc2C)c1C
    1.4% | .
COc1cc(/C=c2\sc3nc(-c4ccncc4)nn3c2=O)ccc1OC(C)=O
    1.5% | .
CCOc1ccc(OCCCCNCCN)cc1
    1.1% | .
Cn1c(SCCSc2nnc(-c3ccccc3)n2C)nnc1-c1ccccc1
    0.1% | .
Cc1ccc2nc(Nc3ncc4c(n3)CCCC4=O)nc(C)c2c1
    2.0% | .
C=CCC1(CC=C)CCCN1C(=O)c1cc(COc2cncc(Cl)c2)on1
    3.9% | .
COC(=O)c1ccc(C23CC4(C2)[C@H](CN(Cc2ccc(C(F)(F)F)cc2)[C@@H]4c2ccccc2)C3c2ccc(C(F)(F)F)cc2)cc1 (some centres not stated)
    0.0% | .
COc1ccccc1N1CCN(C/C=C/c2ccc(N(C)C)cc2)CC1
    -2.7% | .
O=C(N/N=C(\Cc1ncc[nH]1)c1ccccc1)c1ccccc1
    -0.8% | .
COc1ccccc1NC(=O)NCc1ccc2c(c1)OCO2
    1.7% | .
Cc1cccc(C(=O)N2CCc3cc(-c4nc(NC(=O)Cn5nnc6ccccc6c5=O)sc4C)ccc32)c1
    0.1% | .
COc1ccc([C@]23Cc4ccccc4C(O2)C2=C(O3)C(=O)c3ccccc3C2=O)cc1
    2.7%[11.5 µM] | .
Cc1ccc(C(=O)NC(C)c2nc3ccccc3n2CC(=O)Nc2c(C)cc(C)cc2C)cc1 (configuration not stated)
    0.0% | .
N#CC(=C=[N-])c1nc2ccccc2nc1-[n+]1cccc(NC(=O)c2ccc(F)cc2)c1
    5.8% | .
Cc1ccccc1OCC(=O)NCC(=O)N/N=C/c1cccc([N+](=O)[O-])c1
    -1.0% | .
Cc1ccc[n+](CC(=O)c2ccccc2)c1
    -3.3% | .
CCC(C)NC(=O)c1c(N)n(/N=C/c2cccs2)c2nc3ccccc3nc12 (configuration not stated)
    2.8% | .
O=C(NC1CCCCC1)C(=O)N(Cc1cccnc1)C(C(=O)NCc1ccco1)c1ccccc1 (configuration not stated)
    -2.7% | .
Cc1cc(NS(=O)(=O)c2ccc(Nc3nc(-c4sc(C)nc4C)cs3)cc2)no1
    -0.4% | .
CNC(=O)c1cc2c(=O)n3cc(C)ccc3nc2n(Cc2ccco2)c1=N
    0.5% | .
O=C(CSc1nc2[nH]ncc2c(=O)[nH]1)Nc1nccs1
    9.9% | .
CCOC(=O)C1=C(c2ccccc2)NC(=S)NC1c1ccc(Cl)c([N+](=O)[O-])c1 (configuration not stated)
    8.8% | .
CCOc1cccc(-c2nnc3sc(-c4cc(OC)c(OC)cc4OC)nn23)c1
    8.3% | .
Cc1ccccc1C(=O)Oc1ccc(Sc2ccc(O)cc2)cc1
    -1.0% | .
COc1ccc(CNC(=O)C2CCN(S(=O)(=O)c3cccc4cccnc34)CC2)cc1
    2.0% | .
C/C(=N\Nc1ccc(F)cc1F)c1ccc(F)cc1
    1.6% | .
N#Cc1c2ccc([N+](=O)[O-])cc2[n+]([O-])n1-c1ccccc1
    -2.4% | .

Following part:
Under each structure: RXFP1 ag | Glioma ERSR ind
Cc1ccccc1Nc1nc(-c2sc(NC(=O)c3ccccc3)nc2C)cs1
    4.7% | .
CN(CC(=O)Nc1ccc(F)c(F)c1F)c1cnccn1
    1.9% | .
COCCNS(=O)(=O)c1cc(OC)c(Cl)cc1Cl
    0.7% | .
CCN(CC)CCCN1C(=O)c2oc3ccccc3c(=O)c2C1c1cccs1 (configuration not stated)
    -2.2% | .
CN1CCN(C(c2ccc(C(F)(F)F)cc2)c2cc(Cl)c3cccnc3c2O)CC1 (configuration not stated)
    3.3% | .
Cc1sc2nc(CSc3ccc([N+](=O)[O-])cc3)[nH]c(=O)c2c1C
    1.3% | .
O=C(c1ccc(-c2ccccc2)cc1)c1ccc([N+](=O)[O-])cc1
    6.4% | .
Cc1ccc(-c2nc(SCC(=O)NCCN3C(=O)CSC3=O)[nH]c2-c2ccc(C)cc2)cc1
    0.8% | .
CCc1c(C)c(C#N)c2nc3ccccc3n2c1Cl
    4.1% | .
CCOC(=O)c1ccc(NS(=O)(=O)c2ccc(Cl)nc2)cc1
    0.7% | .
COc1ccccc1CNC(=O)c1cn(C)c2ccc(S(=O)(=O)N3CCCCC3)cc2c1=O
    4.5% | .
COC(=O)[C@@H](NC(=O)O[C@@H]1C(=O)c2ccc(OC)cc2O[C@H]1c1cccc(C(F)(F)F)c1)C(C)C
    0.1% | .
O=C(/C=C/c1ccc(Cl)cc1)N1CCN(c2ncccn2)CC1
    0.8% | .
CCS(=O)(=O)N1CCN(C2CCC(c3ccccc3)CC2)CC1 (configuration not stated)
    1.3% | .
CCN(CC)S(=O)(=O)c1cccc(C(=O)N[C@@H](C)c2nc3ccccc3[nH]2)c1
    3.0% | .
C=C(C)C(O)C(CC/C=C(\C)C(=O)OCC)OC (configuration not stated)
    . | -5%
CCN1C(=O)[C@@H]2[C@H]3C(=CC[C@@H]2C1=O)C1(OCCCO1)[C@H]1O[C@@H]1[C@H]3O
    . | -1%
c1csc(CNc2ncncc2-c2ccoc2)c1
    . | 0%
COc1ccccc1CC(=O)NCC1Cc2cc(F)cc(-c3cncnc3)c2O1 (configuration not stated)
    . | -4%
CC(=O)NCCNc1ncncc1-c1ccc(N(C)C)cc1
    . | -5%
COc1cccc(CCNc2ncnc3sc(C(=O)N4CCOCC4)c(C)c23)c1
    . | -3%
Cc1ccccn1
    . | -2%
COc1cccc(Cn2c(=O)c(C)nc3cnc(Oc4ccccc4)nc32)c1
    . | -3%
COc1cc(/C=C(\C#N)C(N)=O)cc(CSc2nc3ccccc3s2)c1O
    . | 1%&-1%&-5%
c1ccc(C(OC2CCCN(CCc3ccc4c(c3)OCO4)C2)c2ccccc2)cc1 (configuration not stated)
    . | -7%

Source: PubChem BioAssay (National Center for Advancing Translational Sciences (NCATS))
